# Screening results from PubChem BioAssay.
# F508del corr: CFTR F508del correction in bronchial cells | CFBE cells, YFP halide quenching; stimulated with forskolin plus potentiator P3; % fluorescence drop versus neutral controls | activity (quench increase), % at 7.58 µM | 350,000 compounds, 0.36% hits | AID 720511;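 active = mean added fluorescence quench of at least 8% versus neutral control, with both replicates also reaching 8%; inconclusive = only one of the mean or replicate conditions met; inactive = mean below 8% and not both replicates reaching 8%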;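 note: cells transiently co-express mutant CFTR-F508del with the halide-sensitive YFP; corrector assay measuring rescue of mutant channel to the surface after 24 h compound exposure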
# EWS-Fli inh: blocks EWS/Fli oncoprotein-driven transcription; 350,000 compounds, 0.67% hits; A673 NR0B1-luciferase reporter, viability-normalised; inhibition, % at 12.6 µM;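 active = mean inhibition of at least 50% after viability correction, with every replicate also passing that limit; inconclusive = mean reaches 50% but only one of two replicates passes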;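 note: firefly luciferase signal divided by Alamar Blue viability fluorescence both relative to DMSO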
# INS-1E GSIS act: primary screen for activators of insulin secretion dependent on glucose, INS-1E cells, GLuc reporter luminescence. INS-1E GLuc reporter insulin secretion, 2-3 h. activation, % at 16.6 µM. 370,000 compounds, 0.61% hits;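 active = lowest replicate activation of at least 40%, so every replicate reaches that level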;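 note: 0% = median of neutral control wells and 100% = median of IBMX positive control wells; some compounds called inactive have numbers as strong as hits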
# ARNT-TACC3 inh: ARNT/TACC3 interaction disruption; inhibition, % at 9.99 µM; AID 623870; 390,000 compounds, 0.66% hits; AlphaScreen His-ARNT PAS-B/GST-TACC3 binding, luminescence; TACC3 fragment carries E629A point mutation; Q9Y6A5;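 active = mean inhibition of replicates at least 50% and at least half of replicates each reaching 50%; inconclusive = half or more replicates reach 50% but mean below 50%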;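 note: 0% = complete ARNT plus TACC3 wells and 100% = ARNT alone without TACC3; many hits fall short of the cut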
# PAX8 inh HTS: PAX8 transcriptional activity inhibition | RMG-I TPO-luciferase reporter, SteadyGlo, 24 h | inhibition, % at 12.6 µM | 360,000 compounds, 1.2% hits | AID 652154;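 active = mean replicate inhibition at least 60% with every replicate also reaching 60%; inconclusive = only one of the two criteria is met; inactive = mean below 60% and not all replicates reaching 60%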;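 note: luciferase light reporting Pax8 driven TPO promoter activity; plate controls were median of neutral control wells for no effect and mitoxantrone controls for full effect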
# DENV2 CPE rescue: DENV2-induced cell death inhibition; 350,000 compounds, 1.7% hits; DENV2-infected cells, cytopathic effect rescue, plate reader; CPE inhibition, % at 9.99 µM; AID 651640; in the data active = CPE inhibition above about 20%, passing the limit was not always enough; inconclusive = no clear call, values can overlap the other calls; tested in BHK-21 cells;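 note: 0% = median of neutral control wells and 100% = median of positive control wells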
# XiGFP reactiv: reactivates the inactive X chromosome in mouse fibroblasts; XiGFP mouse fibroblasts, % GFP-positive cells imaging, 3 d; cells co-treated with 5-aza-dC sensitizer; scaled so ellipticine positive control = 100%; activation, % at 7.58 µM; 360,000 compounds, 0.055% hits;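 active = mean normalized replicate activation at least 10% and every replicate at or above 10%; inconclusive = only one of the two criteria met; inactive = mean below 10% and not all replicates reach 10%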;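 note: 0% = median of on-plate neutral control wells and 100% = ellipticine 6 µM median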
#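 assay system = SV40-immortalized XiGFP fibroblast cells, line 68-5-11 | buffer or medium = DMEM plus 5-aza-dC sensitizer | doses = single-point pinned compound dosing | times = 3-day compound exposure, then 15 min fixation at room temperature | benchmarks = positive control ellipticine, 6 µM final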
# ERp5 inh: blocks human ERp5 reductase activity on insulin. ERp5 insulin aggregation, absorbance 650 nm, 90 min. inhibition, % at 9.99 µM. 350,000 compounds, 0.05% hits;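 active = mean replicate inhibition above about 25%, with every replicate also reaching it, limit read from the data, passing the limit was not always enough; inconclusive = only one of those two criteria met; inactive = neither criterion met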
# Target sequence (Q15084 whole entry, looked up): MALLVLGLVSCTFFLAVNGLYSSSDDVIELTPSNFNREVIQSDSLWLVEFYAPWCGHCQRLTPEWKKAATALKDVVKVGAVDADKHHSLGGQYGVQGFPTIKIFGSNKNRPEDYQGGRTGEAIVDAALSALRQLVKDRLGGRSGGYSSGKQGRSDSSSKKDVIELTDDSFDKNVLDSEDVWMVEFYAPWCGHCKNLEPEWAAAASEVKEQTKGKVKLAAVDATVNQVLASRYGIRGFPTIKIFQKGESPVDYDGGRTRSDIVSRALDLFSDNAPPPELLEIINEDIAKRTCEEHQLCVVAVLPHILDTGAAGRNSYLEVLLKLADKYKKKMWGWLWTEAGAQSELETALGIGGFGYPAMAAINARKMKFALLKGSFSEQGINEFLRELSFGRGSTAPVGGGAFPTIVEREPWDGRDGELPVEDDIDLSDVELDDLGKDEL
# The depositor's hits bear a star; ? = inconclusive; . = no result given. Rows are unselected; 4.2% or so of the library scored in one or more.
SMILES,F508del corr,EWS-Fli inh,INS-1E GSIS act,ARNT-TACC3 inh,PAX8 inh HTS,DENV2 CPE rescue,XiGFP reactiv,ERp5 inh
CC1(C)CC(=O)C2=C(C1)Oc1ncn(CCCO)c(=N)c1C2c1ccccc1 (configuration not stated),-0.3,10,4,.,.,-6,.,-3
O=C(N/N=C/c1c[nH]c2ccccc12)C1CC1(c1ccccc1)c1ccccc1 (configuration not stated),.,.,-18,2,24,.,0.0,.
CO[C@@H]1CN(C)C(=O)c2ccc(NS(=O)(=O)c3ccccc3C)cc2OC[C@@H](C)NC[C@@H]1C,1.0,8,-4,-2,.,-4,-0.3,-4
CCOc1ccc(/C=C2\SC(=S)N(CCC(=O)Nc3ccccc3C(=O)O)C2=O)cc1,-0.2,-5,20,0,21,-9,0.1,1
COC(=O)c1cccc(NC(=O)c2ccc3c(c2)C(=O)N(Cc2cccnc2)C3=O)c1,-1.7,.,2,5,8,-9,0.0,10
CC1(/[N+]([O-])=C/c2ccc(Cl)cc2Cl)CCCCC1=O (configuration not stated),1.2,0,3,14,-25,0,0.0,1
O=C1N=C(N2CCN(c3ccccc3)CC2)SC1Cc1ccccc1 (configuration not stated),.,.,2,2,3,.,0.4,.
CC1(Cc2ccc(S(C)(=O)=O)cc2)C(=O)Nc2ccc(Cl)cc21 (configuration not stated),0.3,-3,-1,.,7,-12,-0.1,3
COc1cc(OC)cc(C(=O)NC(=S)Nc2ccc3oc(=O)ccc3c2)c1,9.6*,1,1,-30,9,-1,0.0,.
O=C(C[C@H]1CC[C@@H]2[C@H](COC[C@H](O)CN2C(=O)Nc2ccc(F)cc2)O1)NCCCN1CCOCC1,0.8,1,16,-5,-8,19,-0.1,0
COc1ccc(Cc2nc3ccc(C(=O)N4CCCC4)cc3o2)cc1OC,1.2,.,-19,3,1,-2,0.0,2
O=c1/c(=C\c2cccc(O)c2)sc2nc(-c3ccccc3)c(-c3ccccc3)n12,-1.3,-10,1,-39,7,17,0.2,2
COc1ccc(OC)c(NC(=O)C2CCC(CNc3c(N4CCC(C)CC4)c(=O)c3=O)CC2)c1 (configuration not stated),-0.7,17,.,2,5,1,0.0,1
NS(=O)(=O)c1ccc(NC(=S)NCc2ccc(F)cc2)cc1,?,12,-1,-8,11,-4,0.1,3
CC(C)(O)C#Cc1ccc([C@@H]2[C@H]3CN(C(=O)c4ccc(F)cc4)CCCCN3[C@H]2CO)cc1,-0.2,6,3,-8,-23,2,0.1,3
C[C@H]1CN([C@@H](C)CO)C(=O)c2cc(NC(=O)C3CCCCC3)ccc2O[C@H]1CN(C)Cc1ccc(Oc2ccccc2)cc1,-4.5,8,-12,.,.,.,0.0,.
O=C(C1CCC1)N1CCCCN2[C@H](CO)[C@H](c3ccc(C#CC4CCCC4)cc3)[C@H]2C1,3.3,-8,.,13,39,3,.,1
O=C(Cn1cc(S(=O)(=O)Cc2ccc([N+](=O)[O-])cc2)c2ccccc21)N1CCOCC1,-2.0,14,14,2,.,-2,0.2,3
COC(C/C=C/C(=O)COCc1ccccc1)OC,1.9,-16,-13,0,2,-12,0.1,4
CSc1nc(-c2ccccc2)c2cc(Cl)ccc2n1,-0.1,15,1,.,-3,7,0.0,1
C[C@@H]1CN([C@H](C)CO)C(=O)c2cc(C3=CCCCC3)cnc2O[C@@H]1CN(C)Cc1ccccc1,-3.1,-3,-2,3,.,-4,-1.0,5
COc1ccccc1CN1C[C@@H]2C[C@@H](C3=Cc4cccc(OC)c4OC3)N3CCC[C@@]23C1=O,1.3,-4,-16,.,23,-6,0.0,-4
O=C(COC(=O)Cc1ccsc1)Nc1cccc(F)c1,16*,0,9,0,-9,15,-0.5,7
CC(=O)/C(=N\Nc1ccccc1)Sc1nncn1C,.,.,0,-1,9,.,0.2,.

# 2 compounds from above with just F508del corr:
molecule	F508del corr
CC(C)(O)C#Cc1ccc([C@@H]2[C@H]3CN(C(=O)c4ccc(F)cc4)CCCCN3[C@H]2CO)cc1	-0.2
C[C@H]1CN([C@@H](C)CO)C(=O)c2cc(NC(=O)C3CCCCC3)ccc2O[C@H]1CN(C)Cc1ccc(Oc2ccccc2)cc1	-4.5

# Further structures:
SMILES,F508del corr,EWS-Fli inh,INS-1E GSIS act,ARNT-TACC3 inh,PAX8 inh HTS,DENV2 CPE rescue,XiGFP reactiv,ERp5 inh
C[C@H](CO)N1C[C@H](C)[C@@H](CN(C)Cc2ccc(-c3ccccc3)cc2)Oc2ccc(N(C)C)cc2CC1=O,1.3,3,-11,28,28,18,0.2,-1
C[C@H](CO)N1C[C@H](C)[C@H](CN(C)C)Oc2ccc(NC(=O)Cn3cnnn3)cc2C1=O,-1.5,7,3,5,3,-4,-0.3,-5
O=C(COC(=O)Cc1ccc(Cl)cc1Cl)NCc1ccco1,-2.7,1,-18,.,9,?,0.2,-2
O=C(NC(=S)Nc1cccc(CO)c1)c1ccc(-c2ccccc2)cc1,.,-10,63,-7,-77,3,0.1,-3
CN(CC12CC3CC(CC(C3)C1)C2)C(=O)c1ccco1,3.2,.,-6,10,.,16,0.4,8
COc1cccc(C(=O)NNC(=O)CCc2ccccc2)c1,-1.3,-6,-3,.,7,-4,0.0,-10
CC1=CC2(CO)C(=O)[C@]3(CO3)[C@H]1[C@H]1[C@]2(C)C=C(CO)C(=O)[C@]12CO2,-0.8,19,.,.,-3,20,.,-4
C[C@H]1CN([C@@H](C)CO)S(=O)(=O)c2ccc(C3=CCCC3)cc2O[C@@H]1CN(C)C(=O)c1ccc(F)cc1,-0.8,9,-23,16,-14,1,0.2,-1
CNC(=O)C[C@@H]1CC[C@H]2[C@H](COc3ccc(NC(=O)Nc4cccc(Cl)c4)cc3C(=O)N2C)O1,-2.3,-12,-14,-2,10,3,0.1,3
CC(C(=O)NC1CCCCC1)N1CCN(S(=O)(=O)c2cccs2)CC1 (configuration not stated),0.1,6,4,.,10,16,0.2,-5
O=C(C[C@H]1CC[C@H](NC(=O)C2CC2)[C@H](CO)O1)Nc1ccccc1,-2.5,.,-2,22,.,-4,0.4,-2
Cc1ccc(C2CC(c3ccc(Cl)cc3)n3nc(N)nc3N2)cc1 (configuration not stated),-1.5,0,3,.,-4,-3,0.0,-8
Cc1cc(C)nc(NS(=O)(=O)c2ccc(NC(=O)Nc3ccccc3)cc2)n1,-2.1,3,-18,3,-6,12,0.2,3
Cc1[nH][nH]c(=O)c1N=Nc1ccc(S(N)(=O)=O)cc1,-1.0,-12,0,.,-10,15,0.0,1
Cc1cccc(Nc2nnc(SCC(=O)Nc3ccccc3[N+](=O)[O-])s2)c1,.,.,-38,2,17,.,0.3,.
CCOC(=O)Cn1c(CN2CCOCC2)nc2c1c(=O)[nH]c(=O)n2C,-2.2,-4,.,-2,-8,14,0.0,0
CO[C@H]1CN(C)C(=O)c2ccc(NC(=O)c3ccccc3F)cc2OC[C@@H](C)N(C(C)=O)C[C@@H]1C,0.9,-6,-6,-1,-5,3,0.2,3
CCN1[C@H](C(=O)N(C)C)[C@@H](CO)[C@@H]2Cn3c(ccc(-c4cccc(OC)c4)c3=O)[C@@H]21,-6.9,4,5,-1,-3,6,0.3,2
CCOC(=O)C1(Cc2ccccc2)CCCN(C2CCCC2)C1 (configuration not stated),2.4,1,-6,.,9,2,0.3,0
COC(=O)c1ccc(N2CCOCC2)c(NC(=O)c2ccco2)c1,-0.5,3,40,2,.,19,0.0,10
O=C(O)c1ccccc1-c1ccc(C=c2sc3nc4cc(Br)cnc4n3c2=O)o1,-3.5,11,14,.,6,?,0.0,2
Cc1ccc(-n2c(O)c(/C=N/c3ncn[nH]3)c3ccccc3c2=O)cc1,-4.3,0,7,.,0,-2,0.1,0
CC(CC(=O)NCC1CCCO1)c1ccccc1 (configuration not stated),-0.2,2,0,.,-4,7,0.5,9
CCC(=O)N(C)C[C@H]1Oc2ncc(-c3ccc(F)cc3)cc2C(=O)N([C@@H](C)CO)C[C@H]1C,3.6,1,17,-11,.,-9,0.0,11
Cc1nnc(Cl)c2nn(-c3ccccc3F)c(C)c12,.,-3,26,-2,4,7,0.0,-2
COc1cc2c(cc1OC)C(c1ccccc1F)NCC2 (configuration not stated),2.9,6,2,-8,-1,6,0.0,0
COCC(=O)N(C)C[C@@H]1Oc2cc(-c3cncnc3)ccc2S(=O)(=O)N([C@@H](C)CO)C[C@H]1C,1.4,-5,19,-7,.,-4,-0.8,4
Cc1ccccc1NC(=O)COC(=O)c1cccc(S(=O)(=O)N2CCCCC2)c1,-3.2,4,-9,.,-9,11,0.0,7
O=C(CCNS(=O)(=O)c1ccc(OC(F)(F)F)cc1)N1CCN(C/C=C/c2ccccc2)CC1,-1.3,16,-32,0,32,-1,0.0,-3
O=C(NN=Cc1cccc([N+](=O)[O-])c1)c1cc(-c2cccnc2)nc2ccccc12,1.2,-3,0,4,-5,?,0.1,-2
Cc1cc(C)c(S(=O)(=O)Nc2cccc(S(=O)(=O)NC3=NCCC3)c2)c(C)c1,1.0,-1,6,-8,6,-2,0.2,-5
C[C@@H]1CN([C@@H](C)CO)C(=O)c2cccc(NC(=O)C3CC3)c2O[C@H]1CN(C)CC1CCCCC1,0.9,-3,1,5,.,-7,-1.2,2
CN(C(=O)c1ccc(NC(=O)C2CCCN(C(=O)OC(C)(C)C)C2)cc1)C1CCCC1 (configuration not stated),0.0,8,-6,-3,8,6,-0.2,4
COc1ccc(S(=O)(=O)Nc2ccc3c(c2)C(=O)N([C@H](C)CO)C[C@H](C)[C@H](CN(C)S(=O)(=O)c2ccc(C)cc2)OCCCC[C@@H](C)O3)cc1,-0.5,-3,1,7,23,3,0.1,-9
CC(=O)Nc1ccc(S(=O)(=O)N(CC(=O)NCC2CCCO2)Cc2ccccc2Cl)cc1 (configuration not stated),-3.0,-15,-17,.,9,2,0.8,0
CC(C)CC1CC(C)(c2csc(NNC(=O)c3ccccc3)n2)OC1=O (configuration not stated),-0.2,7,8,-2,-2,-6,0.0,4
O=C(/C=C/c1cccc(F)c1)N1CCc2ccccc21,.,.,14,-33,-138,.,-0.1,.
COCc1cn(CC[C@@H]2CC[C@H](NC(=O)Nc3ccc(Cl)cc3)[C@@H](CO)O2)nn1,-0.5,6,-3,-11,-21,-4,1.0,2
Cc1c(CN(C)C(=O)C2CCC(=O)N(Cc3ccccc3F)C2)[nH]c2ccccc12 (configuration not stated),-3.7,9,-11,.,37,12,0.1,2
CN(Cc1ccccc1)C(=O)COC(=O)c1cc([N+](=O)[O-])ccc1N1CCOCC1,4.0,9,13,3,-10,8,0.1,0
O=C(Nc1ccccc1OC(F)F)c1cccc(S(=O)(=O)N2CCCC2)c1,-2.2,.,-4,-1,-3,-5,0.1,2
CC(C)(C)C(=O)Nc1nc2c(s1)CN(Cc1ccccc1)CC2,4.9,-85,-12,1,-166,5,0.0,1
COc1ccc2c3c([nH]c2c1)[C@@H](CO)N(C(=O)C1CCCC1)CC31CCN(S(C)(=O)=O)CC1,-2.7,-2,-4,.,-3,1,0.4,-7
C[C@@H]1CN([C@H](C)CO)C(=O)c2cccc(NC(=O)NC3CCCCC3)c2O[C@@H]1CN(C)S(=O)(=O)c1cccs1,-3.5,1,-4,-3,.,-3,-1.4,9
C[C@H](CO)N1C[C@H](C)[C@H](CN(C)C(=O)Nc2ccccc2)Oc2cc(C#Cc3ccccc3)ccc2S1(=O)=O,7.1,9,-2,-11,-3,15,0.3,-2
